Source: PubChem BioAssay
GLD-1 RNA inh: GLD-1-TGE RNA interaction inhibition (C. elegans). Q17339. purified GLD-1 + fluorescein TGE RNA, fluorescence polarization. inhibition, % at 5.96 µM. actives 0.44% (n = 320,000);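 active = percent inhibition above a per-plate cutoff, the plate mean of test compounds plus 3 SD, cut at about 30% in these data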;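 note: 0% = DMSO wells with GLD-1 and probe and 100% = wells lacking GLD-1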
Target sequence (Q17339 whole entry, looked up): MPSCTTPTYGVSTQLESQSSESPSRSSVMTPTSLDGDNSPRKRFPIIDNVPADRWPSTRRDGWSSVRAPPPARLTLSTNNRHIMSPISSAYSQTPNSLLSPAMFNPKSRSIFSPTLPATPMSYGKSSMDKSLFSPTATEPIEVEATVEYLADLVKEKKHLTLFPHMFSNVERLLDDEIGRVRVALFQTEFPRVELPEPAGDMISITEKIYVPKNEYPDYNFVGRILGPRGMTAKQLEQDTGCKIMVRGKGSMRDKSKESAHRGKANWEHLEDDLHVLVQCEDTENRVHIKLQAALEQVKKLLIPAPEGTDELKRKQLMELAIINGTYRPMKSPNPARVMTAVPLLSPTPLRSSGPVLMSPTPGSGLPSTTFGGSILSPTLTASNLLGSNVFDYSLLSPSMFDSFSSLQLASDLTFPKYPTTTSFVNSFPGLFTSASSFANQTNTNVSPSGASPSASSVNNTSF
BCLXL inh: blocks human Bcl-xL binding to Bim BH3 peptide; GST-Bcl-xL / FITC-Bim BH3 peptide fluorescence polarization; inhibition, % at 10.9 µM; actives 0.7% (n = 320,000);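 active = inhibition above the mean of all tested compounds plus 3 SD, cutoff set per campaign, cut at about 30% in these data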;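 note: 0% = DMSO wells and 100% = unlabeled Bim-BH3 peptide competitor; inhibitors lower millipolarization by displacing the labeled peptide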
ZTA DNA inh: blocks Epstein-Barr virus ZTA, an EBNA-1 counter-screen; ZTA-DNA binding, fluorescence polarization; inhibition, % at 11 µM; actives 0.15% (n = 320,000); AID 2234; in the data active = inhibition above about 33%
Target sequence (P03206 whole entry, looked up): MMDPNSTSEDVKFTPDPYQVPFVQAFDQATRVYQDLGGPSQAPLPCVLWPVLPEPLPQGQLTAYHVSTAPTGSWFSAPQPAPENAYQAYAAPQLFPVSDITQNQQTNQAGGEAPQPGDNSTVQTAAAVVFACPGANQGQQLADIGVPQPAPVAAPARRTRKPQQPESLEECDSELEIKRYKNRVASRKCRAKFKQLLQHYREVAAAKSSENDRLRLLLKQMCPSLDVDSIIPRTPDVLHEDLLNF
Fam108B inh: blocks mouse Fam108B hydrolase in RBBP9 counter-screen; recombinant Fam108B, FP-Rh probe fluorescence polarization; inhibition, % at 9.51 µM; actives 0.33% (n = 300,000);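 active = inhibition above the screen mean inhibition plus 3 SD, computed separately per campaign, cut at about 18% in these data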;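 note: inhibitors lower polarization as less probe binds the enzyme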
MCL1 BIM primary: disrupts human MCL1 binding to BIM-BH3 peptide | Q07820 | GST-MCL1 / FITC-Bim-BH3 fluorescence polarization | inhibition, % at 10.9 µM | actives 0.68% (n = 320,000);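 active = inhibition above the mean inhibition of all tested compounds plus 3 SD, set per campaign, cut at about 40% in these data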;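 note: 0% = DMSO wells and 100% = unlabeled Bim-BH3 peptide control; higher means more loss of mP so more displacement of Bim peptide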
Target sequence (Q07820 whole entry, looked up): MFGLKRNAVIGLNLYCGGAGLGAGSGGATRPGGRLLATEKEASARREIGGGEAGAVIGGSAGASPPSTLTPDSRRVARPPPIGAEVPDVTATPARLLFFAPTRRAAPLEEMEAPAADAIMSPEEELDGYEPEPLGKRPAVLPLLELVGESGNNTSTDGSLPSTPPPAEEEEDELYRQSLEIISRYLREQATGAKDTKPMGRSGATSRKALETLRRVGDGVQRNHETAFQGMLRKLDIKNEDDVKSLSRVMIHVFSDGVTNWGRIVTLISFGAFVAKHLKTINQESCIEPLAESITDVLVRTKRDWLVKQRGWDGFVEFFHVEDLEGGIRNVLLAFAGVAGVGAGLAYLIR
Efflux pump inh: inhibitors of Candida antifungal efflux pumps expressed in yeast | S. cerevisiae Candida pump triplex, Nile Red efflux | inhibition, % at 10 µM | actives 0.44% (n = 330,000) | AID 485275;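 active = plate passing quality check with inhibition over a set limit, or well fluorescence over plate mean plus 4 SD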;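 note: Nile Red retained in pooled yeast measured as flow cytometry median fluorescence; 0% = buffer negative control and 100% = Enniatin B positive control; higher means more Nile Red kept so more efflux inhibition; some compounds called inactive have numbers as strong as hits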
CR mimetic SO: yeast age-related superoxide inhibition as caloric restriction mimetic; S. cerevisiae aged cells, superoxide DHE fluorescence; stronger effect = lower value; superoxide response (% of plate mean), % at 10 µM; actives 0.18% (n = 330,000); AID 2690;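 active = superoxide response under a set limit, about three screen SD below normal, cut at about 65% in these data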;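 note: yeast aged for seven days with compound at 30 °C before DHE staining; 100% = average MFI of all compound-treated wells on the plate with controls excluded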
EBNA-1 inhibitor: blocks EBNA-1 binding to DNA; inhibition, % at 14.8 µM; EBNA-1 DNA binding, fluorescence polarization; actives 0.34% (n = 300,000); in the data active = inhibition above about 28%
MEX-5 binding: C. elegans MEX-5 TCR-2 RNA binding activity | Q9XUB2 | MEX-5/FITC-TCR2 RNA binding, fluorescence polarization; stronger effect = lower value | activity score (negative = inhibition of binding), % at 10 µM | actives 0.38% (n = 300,000) | AID 1832;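 active = inhibition past about -25% in most replicates, and total fluorescence under double the plate's negative control median, limit read from the data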;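 note: 0% = DMSO and -100% = 5 µM competing unlabeled TCR2 RNA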
An asterisk follows results filed as active; x = no result given.

SMILES	GLD-1 RNA inh	BCLXL inh	ZTA DNA inh	Fam108B inh	MCL1 BIM primary	Efflux pump inh	CR mimetic SO	EBNA-1 inhibitor	MEX-5 binding
O=C(Nc1ccnn1C1CCN(Cc2ccc3nonc3c2)CC1)c1cccc(F)c1	0	7	20	6	2	-0.1	96	4	-1.4
CCOC(=O)c1nnn(CC(=O)Nc2cccc(Cl)c2C)c1C(=O)OCC	2	7	10	-2	6	0.1	89	-1	-2.1
Cc1ccc(S(=O)(=O)NCCCN2CCOCC2)cc1C	-2	7	-1	-1	0	-0.1	101	5	-0.7
CC(=O)Nc1c(C)nn(-c2ccc(C)c(C)c2)c1C	3	3	-7	-4	-5	-0.1	99	-15	-1.2
COc1ccc(CNC(=O)C2CCCN(S(=O)(=O)c3c(C)n[nH]c3C)C2)cc1 (stereo not given)	3	6	13	2	1	-0.1	105	8	1.5
COc1cccc(C(=O)N/N=C2/SCC(=O)N2CCc2ccc(OC)c(OC)c2)c1	2	-3	-1	2	2	0.0	92	6	-0.4
Cc1cccc(OCCOC(=O)C2CCN(S(=O)(=O)c3ccc(C)c(C)c3)CC2)c1	3	-2	-9	-4	-12	0.1	100	6	4.5
CCOC(=O)c1[nH]c(C)c(C(=O)NCCCN2CCOCC2)c1C	0	-3	4	2	-11	0.1	97	4	-0.6
C1=C(CCNc2ncnc3c2cnn3-c2ccccc2)CCCC1	-8	-2	-4	0	-9	-0.2	102	-2	0.7
Cc1nnc(SCC(=O)Nc2ccccc2F)n(N)c1=O	-7	3	1	0	12	0.2	93	-3	1.1
CCc1nnc(NC(=O)CCC(=O)Nc2ccc(C)cc2)s1	-11	2	-8	3	-5	0.1	95	-5	-1.2
CC(C)CC(=O)NC(=S)Nc1cccc(NC(=O)c2ccccc2)c1	6	7	-30	-2	19	0.1	116	-10	-0.2
O=C(N/C(=C/c1cccc(Br)c1)c1nc(=S)[nH][nH]1)c1ccccc1	3	7	2	5	13	-0.2	90	8	1.2
Cc1ccc(OCC(=O)NNC(=O)c2cc(C)[nH]n2)cc1	3	0	-9	-1	1	-0.1	99	1	0.1
CC(=O)c1c(C)[nH]c(C(=O)OCc2ccc([N+](=O)[O-])cc2)c1C	9	3	-15	2	4	-0.3	85	5	0.9
COc1cc2c(cc1NC(=O)CSc1nc3ccccc3[nH]1)oc1ccccc12	8	1	12	-23	-15	0.1	96	5	-0.2
Cc1nc2ccc(NC(=O)c3ccc4ccccc4n3)cc2s1	9	-4	6	-11	1	0.0	111	-7	0.5
N#CCCn1nnc2ccccc21	1	5	1	-2	1	0.1	105	-15	1.1
O=C(/C=C/c1cccc(Br)c1)NC1CCN(Cc2ccccc2)CC1	2	-7	-11	2	-13	1.1	89	-2	-2.8
COc1cc2c(cc1OC)CN(C(=S)Nc1ccc(C)cc1C)CC2	1	-5	-4	-4	-4	1.1*	105	-22	-1.9
CCOC(=O)c1[nH]c2ccccc2c1NC(=O)CCN1CC(C)OC(C)C1 (stereo not given)	8	7	-7	5	3	-0.1	97	-9	-1.9
O=C(c1ccco1)N1CCN(S(=O)(=O)Cc2ccc(Cl)cc2)CC1	1	-1	-7	2	8	0.0	102	0	-2.2
COc1ccc(N2CCN(C(CNC(=O)COc3ccccc3)c3ccco3)CC2)cc1 (stereo not given)	8	4	15	4	5	0.1	100	6	2.0
CCC(C)[C@H]1COCCS(=O)(=O)N1Cc1ccc(Cl)cc1Cl (stereo not given in full)	-5	10	-14	2	15	-0.1	94	-1	-0.1
COc1ccc(/C=C/C(=O)OCC(=O)NCc2ccco2)cc1OC	0	5	-12	1	13	0.0	106	-2	3.2
(listing goes on)
SMILES	GLD-1 RNA inh	BCLXL inh	ZTA DNA inh	Fam108B inh	MCL1 BIM primary	Efflux pump inh	CR mimetic SO	EBNA-1 inhibitor	MEX-5 binding
CC1CCCCC1NC(=O)COC(=O)COc1ccccc1Cl (stereo not given)	1	-2	-4	0	0	-0.1	100	5	-1.1
Cc1ccc(N(C(=O)c2csnn2)C(C(=O)NC2CCCCC2)c2ccncc2)c(C)c1 (stereo not given)	6	0	-14	2	-4	-0.1	101	-1	3.3
COc1ccccc1C(=O)Nc1ccc(C2=NNC(=O)CC2C)cc1 (stereo not given)	-4	1	-1	-1	-16	1.0*	69	2	-0.3
COc1cc2cc(CN(Cc3cccnc3)C(=O)NCc3ccccc3)c(=O)[nH]c2cc1OC	9	6	8	4	5	0.0	88	4	-0.7
COc1cccc(NC(=O)c2sc3ncn(CC(=O)N4CCN(c5ccccn5)CC4)c(=O)c3c2C)c1	1	4	4	-4	5	-0.1	123	-2	-1.3
Cn1c(Cl)cnc1C1CC(=O)c2cc(Cl)ccc2O1 (stereo not given)	-1	-1	-19	2	9	-0.1	108	-16	-0.7
Oc1[nH]c2ccccc2c1N=Nc1c(F)c(F)c(Cl)c(F)c1F	-8	4	6	0	-1	0.1	99	2	-11
CC1=NN(C(=O)c2ccc(Cn3cc([N+](=O)[O-])cn3)cc2)C(O)(C(F)(F)F)C1 (stereo not given)	2	-1	-9	1	-5	-0.3	103	0	-0.7
O=C1OC(/C=C/c2ccccc2)=NC/1=C/c1ccco1	2	4	29	2	-7	0.3	96	-5	0.8
COc1ccc(NC(=S)N2CCN(c3ccccc3)CC2)c(OC)c1	-6	0	5	2	4	0.1	107	-3	2.3
Cc1ccc(OCC(=O)Nc2sc3c(c2C#N)CCC3)cc1C	-3	4	-1	1	8	0.1	96	11	-0.4
C#CCONC(=O)c1cc(OCC(F)(F)F)ccc1OCC(F)(F)F	4	-1	-20	2	-9	0.0	93	1	1.3
Cc1nonc1NC(=O)c1ccccc1Br	-6	-3	1	-2	4	0.0	102	-4	-0.3
COc1cccc(CN2CCN(Cc3nc(-c4cccs4)oc3C)CC2CCO)c1 (stereo not given)	4	-4	-2	4	-9	0.1	93	-2	3.3
CCN(CC(=O)Nc1ccc(OC)cc1)CC(=O)Nc1ccc(Cl)cc1F	-2	6	-11	-2	-1	0.1	153	-8	3.7
COc1ccc(CNC(=O)CN(c2cc(C)cc(C)c2)S(=O)(=O)c2c(C)[nH]c(=O)[nH]c2=O)cc1	-4	2	13	-1	1	0.1	88	0	2.1
Cc1cccc(N(CC(=O)NC2CCCC2)C(=O)CS(=O)CC(=O)Nc2ccc3c(c2)OCO3)c1C (stereo not given)	4	3	-25	5	-5	0.0	107	-5	0.9
CCOc1ccc(N2C(=O)Nc3ccccc3C2(O)C(=O)NCc2ccc(OC)cc2)cc1 (stereo not given)	0	-1	9	1	0	-0.1	105	2	1.0
O=C(c1ccc(F)cc1)N1CCN(Cc2ccccc2)CC1	5	4	-2	2	11	-0.1	100	4	0.1
Cc1ccc(C(CNS(=O)(=O)c2ccc(Cl)cc2)N2CCN(C)CC2)cc1 (stereo not given)	3	-1	-2	8	-1	0.0	108	2	0.9
Cc1ccccc1C(=O)O/N=C(\c1ccccc1)c1ccccn1	-3	4	0	-1	2	0.1	104	5	0.0
COc1ccc(NC(=O)c2c(C)oc3c2CCCC3)cc1	3	5	-14	3	6	0.0	87	3	-0.9
Cc1cccc(CSCCNC(=O)c2ccc(CN3CCOCC3)cc2)c1	6	2	-12	4	0	-0.1	99	7	-1.1
COc1ccc(-c2oc(=O)n(C)c2-c2ccc(OC)cc2)cc1	7	5	-3	2	6	0.5	95	-4	0.8
CCN(CCNC(=O)Cn1c(=O)sc2ccccc21)c1ccccc1	-4	-2	7	1	-2	0.0	99	7	-0.7
Further structures:
SMILES	GLD-1 RNA inh	BCLXL inh	ZTA DNA inh	Fam108B inh	MCL1 BIM primary	Efflux pump inh	CR mimetic SO	EBNA-1 inhibitor	MEX-5 binding
CC1Cc2ccccc2N1C(=O)CSc1nnc2c(n1)[nH]c1ccccc12 (stereo not given)	-2	7	-6	-3	7	-0.2	109	6	3.3
COc1ccc(C(=O)NC(=S)NNC(=O)[C@H]2C[C@@H]2c2ccccc2)cc1OC	8	7	5	-5	9	0.1	106	2	-0.7
Cn1ncc(Br)c1C(=O)Nc1cccc(C(F)(F)F)c1	-5	3	-5	0	4	-0.1	91	-4	-1.6
CCN(CC)c1cc(C)c2ccccc2n1	6	-9	-19	0	-12	0.1	134	-3	1.4
O=C(COC(=O)CSc1cccc2cccc(Cl)c12)Nc1ncc(C(F)(F)F)cc1Cl	4	14	-2	3	12	-0.1	106	-9	3.6
Cc1c(/C=C2\SC(=Nc3cccc(C(=O)O)c3)NC2=O)c2ccccc2n1C	-31	-10	6	5	-24	0.0	100	-2	x
CCO[C@H]1OC(C(=O)N2CCN(Cc3ccc4c(c3)OCO4)CC2)=C[C@@H](c2ccc3c(c2)OCO3)[C@@H]1CCCO	3	0	7	3	3	-0.1	103	9	1.2
COCCCNc1nc(N)c([N+](=O)[O-])c(NCc2ccccc2)n1	5	3	-17	1	4	-0.1	101	-3	2.2
Cc1cc2c(C)cc(=O)oc2c2c1NCCC2	1	11	-7	2	5	0.1	88	12	0.4
CC(=O)c1ccc(N2CCN(CC(=O)Nc3ccccc3N3CCOCC3)CC2)cc1	-6	3	2	-3	-1	0.0	94	-2	1.7
COc1ccccc1NS(=O)(=O)c1cc(N/C(=N\S(=O)(=O)c2ccccc2)c2ccc(F)cc2)ccc1Cl	3	-1	-5	-42	0	-0.4	93	10	-1.3
Cc1nn(CCC(=O)N2CCN(S(=O)(=O)c3ccccc3)CC2)c(C)c1C	3	5	-5	1	0	-0.1	98	5	-1.9
O=C(O)CN1C(=O)/C(=C\c2cc([N+](=O)[O-])ccc2OCc2ccccc2Cl)SC1=S	4	3	21	12	51*	0.1	99	14	-10
CCOc1ccc(Oc2ccc(NS(=O)(=O)c3cc(C(=O)O)ccc3Cl)cc2)cc1	4	6	-12	x	-2	-0.2	95	x	x
CCn1c(=O)oc2cc(NC(=O)CCl)ccc21	4	9	-5	0	5	0.0	104	2	-2.8
O=C(CCN1CCCCC1=O)NC1CCCN(Cc2ccc(Cl)cc2)C1 (stereo not given)	-1	7	2	4	11	-1.0	95	5	1.2
COCCn1c(Cc2ccccc2)nnc1SCC(=O)NC1CC1	5	3	0	-2	-2	0.4	122	0	0.7
COc1ccccc1NC(=O)C1=C(C)NC(=O)NC1c1cc(C)cs1 (stereo not given)	1	6	5	-1	4	-0.3	92	4	-1.1
COc1cccc(CN(C)C(=O)c2cccc(NC(=O)CC3SC(N4CCCCC4)=NC3=O)c2)c1OC (stereo not given)	10	20	3	x	22	-0.2	92	x	x
Cc1ccc(Oc2nc3c(c(=O)n(C)c(=O)n3C)n2C)cc1C	5	2	-5	0	-1	-0.1	105	-14	0.0
O=C(NC1C2CC3CC(C2)CC1C3)C1CC1 (stereo not given)	-7	0	2	0	2	-0.2	82	4	0.7
COc1ccc(CCNC(=O)C(=O)NCC2CCCO2)cc1OC (stereo not given)	3	-3	-11	-2	-4	-0.1	91	-2	-0.8

Single entries from the results shown:
Fam108B inh with `CCn1c(=O)oc2cc(NC(=O)CCl)ccc21` : 0
MEX-5 binding with `CCN(CCNC(=O)Cn1c(=O)sc2ccccc21)c1ccccc1` : -0.7
MCL1 BIM primary with `COc1ccc(CNC(=O)C2CCCN(S(=O)(=O)c3c(C)n[nH]c3C)C2)cc1` (stereo not given) : 1
CR mimetic SO with `CCC(C)[C@H]1COCCS(=O)(=O)N1Cc1ccc(Cl)cc1Cl` (stereo not given in full) : 94

An excerpt of these results, with two lines to a compound:
Every second line gives: GLD-1 RNA inh | BCLXL inh | ZTA DNA inh | Fam108B inh | MCL1 BIM primary | Efflux pump inh | CR mimetic SO | EBNA-1 inhibitor | MEX-5 binding
Cc1cc2c(C)cc(=O)oc2c2c1NCCC2
    1 | 11 | -7 | 2 | 5 | 0.1 | 88 | 12 | 0.4
COc1ccc(CCNC(=O)C(=O)NCC2CCCO2)cc1OC (stereo not given)
    3 | -3 | -11 | -2 | -4 | -0.1 | 91 | -2 | -0.8
